BRCA1 expr up: increases BRCA1 expression; AID 624202; hit rate 1.1% among 380,000; Potency, µM (doses to about 46.1 µM), for inactives: top-dose activation, most hits filed as activators; MCF7-BRCA1-FFLuc reporter, luminescence, 48 h; response scale: scaled: vehicle 0%, 10 µM genistein 100%; note: potency is the fitted concentration of half-maximal effect; nearly all actives have a fitted effect of over 80% in size; some results filed as inactive show a strong effect at the top dose
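MCF7 cells carrying a BRCA1-firefly luciferase reporter (2000 cells/well, phenol-red free MEM) were attached for 2 h at 37 °C, then given compounds for 48 h. Luminescence was read 15 min after luciferase reagent; activity normalized to genistein (10 microM) and DMSO.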
TSG101-PTAP inh: blocks PTAP/TSG101 interaction to inhibit HIV-1 budding | Potency, µM (titrated, usually from 115 µM), inactives show at the top dose activity change, negative = inhibition, actives largely listed as inhibitors | AID 493005 | Fluorescence polarization, FITC-PTAP peptide / Tsg101 binding | 340,000 tested, under 10 active | Q99816; active = well fitted inhibition curve with a large enough effect in the main read-out, with a control signal flat, not every such curve was filed as active; inconclusive = small, poorly fitted or top-dose-only effect, or effect the other way, or a change in a side signal; inactive = no such curve, though single readings can be large or run the other way; note: potency is the fitted concentration of half-maximal effect; % of control where 0% means no effect
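Steps: Tsg101 binding domain dispensed (10 uM final), compounds pinned in DMSO, FITC-labeled PTAP-motif peptide added (50 nM final); after 20 min binding at room temperature, polarization measured.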
TRPV1 agonist: agonists of human vanilloid receptor 1 (TRPV1). hit rate 0.19% among 320,000. activation, % at 8.33 µM. Q8NER1. TRPV1-expressing cells, Fluo-8 calcium influx, agonist mode. AID 540275; in the data active = activation above about 80%; inconclusive = between about 30% and that limit; note: 0% is about no effect
Target sequence (Q8NER1 whole entry, looked up): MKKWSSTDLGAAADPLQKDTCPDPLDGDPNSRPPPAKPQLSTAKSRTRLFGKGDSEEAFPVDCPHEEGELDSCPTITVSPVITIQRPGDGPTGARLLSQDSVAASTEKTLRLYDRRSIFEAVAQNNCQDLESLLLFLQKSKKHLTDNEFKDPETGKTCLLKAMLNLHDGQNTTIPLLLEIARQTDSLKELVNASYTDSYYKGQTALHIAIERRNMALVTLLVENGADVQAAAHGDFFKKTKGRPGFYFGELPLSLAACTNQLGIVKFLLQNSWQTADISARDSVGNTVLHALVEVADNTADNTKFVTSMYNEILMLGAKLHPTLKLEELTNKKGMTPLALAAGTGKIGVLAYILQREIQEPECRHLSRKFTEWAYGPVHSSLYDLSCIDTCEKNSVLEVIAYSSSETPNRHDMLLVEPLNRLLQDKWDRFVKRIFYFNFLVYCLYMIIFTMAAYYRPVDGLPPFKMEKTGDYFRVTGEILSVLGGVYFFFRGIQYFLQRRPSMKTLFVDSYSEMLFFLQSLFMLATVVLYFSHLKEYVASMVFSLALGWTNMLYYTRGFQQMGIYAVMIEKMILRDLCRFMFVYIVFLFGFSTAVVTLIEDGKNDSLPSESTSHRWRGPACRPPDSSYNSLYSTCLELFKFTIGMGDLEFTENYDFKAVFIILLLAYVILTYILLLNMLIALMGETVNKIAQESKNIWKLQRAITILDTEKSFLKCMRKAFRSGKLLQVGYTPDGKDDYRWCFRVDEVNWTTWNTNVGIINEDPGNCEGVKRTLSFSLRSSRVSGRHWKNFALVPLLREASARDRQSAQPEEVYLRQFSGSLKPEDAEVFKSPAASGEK
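Cells expressing TRPV1 were dye-loaded with Fluo-8 and read kinetically: 10 s baseline, 3 min after compound (agonist portion), then 2 min after EC20 capsaicin (allosteric enhancer portion). Calcium-bound dye fluorescence at 480/520 nm.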
p53 reactivator: restores transcriptional activity of mutant p53; H1299 p53-A138V BP100-luciferase reporter, luminescence, 24 h; Potency, µM (top dose mostly 92.2 µM), inactives show at the highest dose activity change, positive = activation, most hits filed as activators; hit rate 0.063% among 320,000; AID 504706; note: potency is the fitted concentration of half-maximal effect; % of control where 0% means no effect; nearly all actives have a fitted effect of over 45% in size
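p53-null H1299 cells stably carrying temperature-sensitive p53-A138V and a BP100-luciferase reporter were pinned with compounds (4-point, 1:5 series) and held 24 hrs at 37 deg C. Luminescence was read 10 min after detection reagent.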
Integrin act MD: integrin-mediated muscular dystrophy alleviation activation; alpha7betagal myoblasts, beta-gal FDG fluorescence, 48 h; Potency, µM (top dose mostly 38.3 µM), without a hit: top-dose activation, usual class: activators; hit rate 0.064% among 350,000; AID 624291;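 note: potency is the fitted concentration of half-maximal effect; 100% = response of the positive control SU9516; nearly all actives have a fitted effect of over 60% in size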
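alpha7betagal+/- myoblasts (passage 13, 250/well) treated 48 h at 37C with compounds at 1:260 dilution of DMSO stock. Lysed, then beta-galactosidase activity read as FDG fluorescence (ex 480/em 540) after 30 min, with pre-read for autofluorescence.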
TCR act: activates T cell receptor signaling | primary human leukocytes, anti-CD3, IL-2 HTRF, 48 h | Potency, µM (highest dose often 9.22 µM), for inactives: at the highest dose activation of IL-2 secretion, usual class: activators | 330,000 tested, under 10 active; note: % of control where 0% means no effect
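Primary human leukocytes were stimulated with a-CD3 beads plus compounds for 48 hr without co-stimulation; secreted IL-2 was quantified by HTRF using a-IL-2-K (europium cryptate) and a-IL-2-d2, excited at 320nm with acceptor emission read at 665nm.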
MLL CXXC-DNA inh: MLL CXXC-DNA interaction inhibition; hit rate 0.037% among 290,000; Q03164; MLL-CXXC / FITC-HOXA9 DNA fluorescence polarization; AID 2662; Potency, µM (doses to about 115 µM), inactives show at the top dose activity change, negative = inhibition, most hits filed as inhibitors; active = well fitted inhibition curve with a large enough effect in the polarisation, with a control signal flat, not every such curve was filed as active; inconclusive = small, poorly fitted or top-dose-only effect, or effect the other way, or a change in a side signal; inactive = no such curve, though single readings can be large or run the other way; the % refers to the polarisation; note: potency is the fitted concentration of half-maximal effect
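Purified MLL-CXXC (added from a 7 uM solution) was preincubated 5 min at ambient with pinned compounds in 50 mM Tris-HCl pH 7.5, 50 mM NaCl, 1 mM DTT, 0.05% BSA. Fluorescein-labeled HOX-A9 DNA (50 nM solution) followed, 30 min, then polarization read.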
AT treatment: potential ataxia-telangiectasia treatment | AID 485349 | Potency, µM (highest dose often 57.5 µM), without a hit: top-dose activation, hits mostly activators | […] A-T fibroblasts, KAP-1 phosphorylation AlphaLISA; neocarzinostatin DNA damage 30 min before lysis | hit rate 0.19% among 320,000; note: potency is the fitted concentration of half-maximal effect; % of control where 0% means no effect; nearly all actives have a fitted effect of over 45% in size
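hTERT-immortalized A-T patient fibroblasts ([…]), 500 cells/well in OPTI-MEM, 1% FBS, got compounds for 60 min, then NCS for 30 min at 37C. Lysates were then assayed for phospho-KAP-1 by AlphaLISA (anti-pKAP1 donor, anti-KAP1 acceptor beads), 6 hr at 25C.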
ELG1 repair inh: blocks ELG1-dependent DNA repair in HEK293T cells; HEK293T ELG1-luciferase reporter, luminescence, 16 h; DNA damage induced by 5-fluorouridine; hit rate 2.3% among 330,000; Potency, µM (highest dose often 46.1 µM), for the others: top-dose activity change, negative = inhibition, usual class: inhibitors; AID 504467; note: potency is the fitted concentration of half-maximal effect; % is set by controls: 0 for no effect and ±100 for the full control effect; nearly all actives have a fitted effect of over 55% in size
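In this reporter screen, reduction of luminescence relative to DMSO vehicle indicated activity. Compounds and 5-fluorouridine were added together to 2,000 cells per well, incubated for 16 hr at 37 °C, then developed with ONE-Glo.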
B2AR arrestin: agonists driving beta-arrestin recruitment to human beta2-adrenergic receptor. beta-arrestin recruitment to beta2AR, cell-based reporter. Potency, µM (top dose mostly 46.1 µM), for the others: top-dose activation, most hits filed as activators. P07550. hit rate 0.02% among 330,000. AID 492947;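 note: potency is the fitted concentration of half-maximal effect; 0% = DMSO controls and full agonism = EC100 isoproterenol or metaproterenol; nearly all actives have a fitted effect of over 65% in size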
An asterisk follows results filed as active; ? = inconclusive; · = not tested or not shown; [ ] = remark or other dose. Unless noted, calls come from the whole dose curve; as a rule, active = well fitted curve in the direction sought with a large enough effect; inconclusive = small, poorly fitted or top-dose-only effect, or another doubt; inactive = no such curve, though single readings can be large; an effect the other way counts as inactive or inconclusive.

SMILES	BRCA1 expr up	TSG101-PTAP inh	TRPV1 agonist	p53 reactivator	Integrin act MD	TCR act	MLL CXXC-DNA inh	AT treatment	ELG1 repair inh	B2AR arrestin
CC1CCCC(NC(=O)CCn2c(=O)oc3ccccc32)C1C (stereo unspecified)	-1.9%	-0.2%	3.4	4.5%	-16.8%	-7.4%	-4.7%	6.3%	-1.3%	-3.0%
Cc1ccc2[nH]c(CN3CCN(C)C(CCO)C3)c(C)c2c1 (stereo unspecified)	-18.5%	0.5%	-3.7	·	-17.2%	11.6%	4.6%	-5.6%	7.7%	-1.8%
O=C(/C=C/c1cn(-c2ccccc2)nc1-c1cccnc1)N1CCCC1	8.1%	-7.3%	?	-3.9%	-22.9%	7.6%	-12.1%	4.9%	13µM*	0.1%
Cc1cc(=O)[nH]c(N/N=C/c2c(C)nn(-c3ccccc3)c2C)n1	16.5%	-7.5%	5.0	-2.4%	3.5%	1.7%	0.3%	-5.4%	9.6%	0.1%
O=C(N/N=C/c1ccccn1)c1ccc(NC(=O)c2ccc(F)cc2)cc1	23.7%	-1.3%	?	-1.9%	-1.9%	6.6%	5.5%	-2.4%	-6.1%	0.3%
Fc1ccc(Nc2nc(-c3ccncc3)nc3ccccc23)cc1F	8.5%	-3.0%	-4.2	?	-4.6%	1.3%[46.1 µM]	12.9%	1.1%	1.84µM*	-0.3%
CN(CC(=O)Nc1ccc(OC(F)(F)F)cc1)C(=O)/C=C/c1cc2c(cc1[N+](=O)[O-])OCO2	-20.4%	-4.6%	0.9	-7.7%	-12.3%	5.0%	·	4.2%	?	-0.1%
O=C(CCCn1c(=O)c2cccn2c2cccnc21)NCc1cccc(Br)c1	7.5%	-1.0%	3.5	7.3%	6.3%	-1.6%	-2.8%	-4.1%	-6.5%	-1.1%
CC(C)CNC(=O)COC(=O)c1n[nH]c2ccccc12	-3.2%	-0.3%	0.9	1.4%	?	-1.2%	0.7%	3.6%	0.1%	0.4%
O=C(COC(=O)c1cccnc1Cl)Nc1cc(S(=O)(=O)N2CCCCC2)ccc1Cl	13.0%	0.3%	2.2	-0.2%	?	2.0%	-0.5%	1.0%	4.1%	-0.9%
CC(=O)c1sc(NC(=O)C2CCN(c3ncnc4sc(C)c(C)c34)CC2)nc1-c1ccccc1	-46.5%	-0.7%	0.7	12.0%	0.0%	2.9%	·	-1.4%	-2.8%	0.0%
Cc1ccc(NC(=O)COC(=O)C2CCC(=O)N2)c(S(=O)(=O)N2CCOCC2)c1 (stereo unspecified)	-0.8%	-9.0%	-1.1	-2.6%	15.6%	-1.8%	-3.6%	0.0%	12.5%	-0.9%
COC(=O)c1sc(N)c(C(=O)OC)c1COC(=O)[C@@H](NS(=O)(=O)c1cccc(Cl)c1)C(C)C	-55.9%	-5.4%	?	-9.9%	2.3%	-2.2%[46.1 µM]	?	-4.7%	14.6µM*	-0.4%
CCCC(=O)c1ccc(N2CCN(C(=O)c3cccs3)CC2)c(F)c1	33.7%	-2.4%	20.7	14.0%	?	0.6%	3.5%	-9.3%	?	0.3%
Cc1ccc(Oc2coc3cc(OC(=O)c4cccs4)ccc3c2=O)cc1	62.1%	2.0%	?	15.6%	30.8%[7.66 µM]	-3.6%	176.2%[activator]	1.6%	?	-0.7%
O=C1CC(c2ccccc2)CC(=O)N1c1ccc(C(F)(F)F)cc1	8.5%	-3.9%	0.7	1.6%	22.0%	3.6%	·	21.6%	18.3%	-0.5%
O=C(c1ccc(N2CCCC2=O)cc1)N1CCN(c2ccccc2)CC1	6.5%	-0.6%	0.8	7.3%	24.3%	5.4%	-7.3%	3.3%	5.6%	-1.5%
Cc1ccc2c(c1)c(-c1csc(N)n1)c(C)n2C	-29.0%	0.3%	3.9	10.8%	?	-7.2%	-0.5%	0.0%	-6.3%	0.3%
COc1cccc(C2c3[nH]c4ccccc4c3C[C@H]3C(=O)N(c4ccccc4C(=O)N4CCC(C(=O)O)CC4)C(=O)N23)c1 (stereo partly specified)	2.0%	-2.4%	0.6	·	-2.2%	-0.1%	-1.0%	-4.3%	?	-1.1%
CCCn1c(C(=O)OC)cc2c1ccn2-c1ccc(F)cc1	-30.5%	-1.5%	3.2	9.4%	0.0%	1.4%	0.1%	12.6%	-5.4%	-0.3%
Cc1c(NC(=S)NC(=O)c2cccc(Br)c2)c(=O)n(-c2ccccc2)n1C	2.1%	-13.2%	-1.1	-6.7%	0.0%	3.7%	2.4%	4.5%	-26.3%	0.0%
Cc1cc(NC(=O)/C=C\C(=O)O)c([N+](=O)[O-])cc1C	-4.6%	-4.7%	0.4	-1.8%	-7.6%	0.8%	1.2%	-1.7%	9.0%	0.4%
COc1cc(-c2c(NC(=O)c3ccco3)oc3c(C)cccc3c2=O)cc(OC)c1OC	7.2%	-2.7%	-1.6	-2.9%	2.5%	0.3%	22.0%	-19.5%	-7.5%	0.4%
O=c1oc(Nc2ccc(F)cc2)nc2ccccc12	?	-3.3%	12.3	7.8%	20.7%	-5.2%	-3.9%	-5.2%	?	0.0%
NS(=O)(=O)c1cc(C(=O)OCC(=O)Nc2ccc(Cl)cc2[N+](=O)[O-])ccc1Cl	-17.1%	-2.9%	6.4	1.4%	21.0%	2.1%	-6.4%	1.1%	-10.7%	0.1%
Cc1ccc(NC(=O)CCc2nc(-c3cccs3)no2)c(Br)c1	11.6%	-6.7%	-0.2	3.5%	-37.4%	9.1%	3.6%	3.1%	-5.0%	0.0%
COc1ccc(S(=O)(=O)N2CCN(Cc3ccc(Cl)cc3)CC2)cc1	-66.2%	-0.5%	6.2	-7.3%	-31.8%	-2.8%	-0.4%	4.7%	-19.1%	-0.2%
COc1ccc2[nH]c(=O)c(CNc3cccc(C)c3)cc2c1	-22.6%	-2.7%	5.6	-9.7%	-26.7%	-4.6%	-22.1%	0.9%	-3.6%	3.7%
COc1cccc(NC(=O)CN(C)CC(=O)Nc2ccccc2-c2ccccc2)c1	3.4%	-5.9%	12.4	1.4%	3.6%	-8.2%	2.5%	12.3%	-12.2%	0.1%
Cc1cccc(C)c1NC(=O)NCCCN1CCN(c2ccccc2)CC1	1.1%	-1.0%	-0.3	0.6%	23.5%	-70.3%	-8.4%	1.3%	13.6%	-0.3%
CC(=O)N(CN1C(=O)c2ccccc2C1=O)c1cccc(C)c1	-5.5%	-2.9%	0.8	1.2%	-5.5%	1.0%	3.6%	11.2%	-4.3%	-0.9%
CCc1nnc(NC(=O)c2ccc(N(C)S(=O)(=O)c3ccccc3)cc2)s1	-20.1%	-3.3%	4.7	9.9%	4.1%[7.66 µM]	-4.6%[46.1 µM]	-1.0%	1.1%	-14.0%	-0.7%
Cc1cc(C([O-])=C(C(=S)Nc2ccccc2)[n+]2ccccc2)c(C)n1-c1ccccc1	0.6%	-14.4%	·	·	17.7%	-1.6%	·	·	·	·
CCCn1c(CCC(=O)Nc2ccccc2Cc2ccccc2)nc2cc(S(=O)(=O)N3CCOCC3)ccc21	-46.4%	-3.6%	23.5	13.2%	6.2%	-4.5%	11.6%	-2.6%	11.6µM*	0.4%
O=C(CN1Cc2ccccc2C1=O)Nc1ccc2c(c1)OCCO2	79.4%	1.1%	2.6	?	21.4%	1.1%	-5.3%	-2.4%	?	0.5%
O=C(Nc1nc(-c2cccc([N+](=O)[O-])c2)cs1)C(c1ccccc1)c1ccccc1	-41.2%	-0.1%	2.3	4.9%	13.5%	-24.6%	18.6%	-2.8%	-11.5%	-0.1%
O=C(COC(=O)c1cncc(Br)c1)NCCC1=CCCCC1	-10.9%	-5.8%	5.7	13.5%	-13.6%	-5.3%	-5.9%	-1.6%	6.4%	0.0%
CCOc1cccc(C(=O)NC(=S)Nc2ccc3c(c2)OCCO3)c1	?	-0.9%	8.3	15.0%	23.5%	-4.2%	-4.5%	7.4%	?	5.9%
Cc1nn(-c2ccccc2)c(=S)c2ccccc12	4.4%	-1.7%	1.6	14.2%	-3.0%	-6.2%[46.1 µM]	2.8%	-3.9%	9.2%	-1.2%
CCCCn1c(N)c(N(CC(C)C)C(=O)c2cccc(S(=O)(=O)N3CC(C)OC(C)C3)c2)c(=O)[nH]c1=O (stereo unspecified)	9.0%	-4.3%	-0.9	5.3%	-13.6%	-2.0%	·	2.4%	?	0.1%
O=C(O)COc1ccccc1/C=N/NC(=O)CNC(=O)c1ccco1	-8.1%	-3.7%	-0.2	-1.0%	-13.0%	-4.3%	0.6%	?	19.4%	0.4%
COC1=C/C(=C/c2c(N)n3cc(C)sc3nc2=O)C=CC1=O	-19.0%	36.6%[activator]	12.9	?	5.3%	-2.9%[46.1 µM]	?	0.0%	?	-0.4%

Source: PubChem
